Compound activity as filed in PubChem.
Rpn11 block – inhibitors of human proteasome Rpn11; calls only at 20 µM; O00487; actives 0.59% (n = 360,000); human 26S proteasome, Ub4-pepOG fluorescence polarization; 20S core pre-blocked with epoxomicin;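 active = inhibition at 20 µM, scaled to each plate's controls, above about 33%, limit read from the data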
Target sequence (O00487 whole entry, looked up): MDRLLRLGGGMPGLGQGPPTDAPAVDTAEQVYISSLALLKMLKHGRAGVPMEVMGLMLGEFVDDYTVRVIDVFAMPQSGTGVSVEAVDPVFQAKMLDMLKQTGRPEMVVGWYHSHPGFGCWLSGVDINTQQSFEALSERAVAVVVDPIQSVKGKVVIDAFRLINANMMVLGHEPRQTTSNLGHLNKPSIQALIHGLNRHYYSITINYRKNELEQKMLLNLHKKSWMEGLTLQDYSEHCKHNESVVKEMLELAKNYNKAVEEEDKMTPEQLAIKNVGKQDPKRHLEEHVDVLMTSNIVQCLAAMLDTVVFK
LMPTP inh – blocks human LMPTP phosphatase; recombinant LMPTP-A, OMFP fluorogenic substrate, fluorescence intensity; inhibition, % at 20 µM; actives 0.22% (n = 360,000);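 active = compounds that cut the enzyme signal by at least half of the control window in the single-dose screen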;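 note: plate controls were DMSO wells with enzyme plus substrate for no effect and substrate without enzyme for full effect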
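Buffer or medium: Bis-Tris pH 6.0, DTT, detergent; Assay system: LMPTP-A enzyme; Quantity: 0.625 nM enzyme; Detection: endpoint fluorescence intensity; Times: 50 min dark incubation at room temperature; Controls: substrate-only low control, DMSO enzyme-plus-substrate high control; Doses: single 20 µM dose; Read-out: percent inhibition versus substrate-only and uninhibited controls; Reagent: 400 µM OMFP.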
Neddylation inh – inhibitors of human cullin neddylation; P61081+Q13564; TR-FRET cullin neddylation, biochemical; calls only at 25 µM; actives 0.58% (n = 360,000); AID 651699; in the data active = inhibition above about 36%
Target sequence (P61081 whole entry, looked up): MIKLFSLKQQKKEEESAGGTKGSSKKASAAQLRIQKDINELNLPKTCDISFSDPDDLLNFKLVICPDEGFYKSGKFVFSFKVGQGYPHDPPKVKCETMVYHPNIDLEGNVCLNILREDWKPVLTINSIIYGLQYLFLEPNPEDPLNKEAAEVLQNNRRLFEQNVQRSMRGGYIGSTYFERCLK
Target sequence (Q13564 whole entry, looked up): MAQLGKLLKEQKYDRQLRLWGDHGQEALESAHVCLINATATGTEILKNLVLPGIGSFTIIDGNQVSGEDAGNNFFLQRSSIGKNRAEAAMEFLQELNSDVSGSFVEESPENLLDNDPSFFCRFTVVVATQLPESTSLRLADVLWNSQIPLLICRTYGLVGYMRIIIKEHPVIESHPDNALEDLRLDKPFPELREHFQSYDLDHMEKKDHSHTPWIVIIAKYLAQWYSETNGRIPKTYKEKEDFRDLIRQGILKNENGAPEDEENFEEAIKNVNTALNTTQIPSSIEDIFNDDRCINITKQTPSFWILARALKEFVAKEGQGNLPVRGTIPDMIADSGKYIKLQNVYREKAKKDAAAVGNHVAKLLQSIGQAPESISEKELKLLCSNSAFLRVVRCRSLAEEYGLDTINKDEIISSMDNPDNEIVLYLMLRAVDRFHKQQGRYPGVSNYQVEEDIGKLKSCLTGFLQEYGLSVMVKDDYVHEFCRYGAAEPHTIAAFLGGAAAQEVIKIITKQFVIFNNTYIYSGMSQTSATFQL
DNMT1 block – inhibitors of human DNMT1; inhibition (reported as % activation of signal), % at 10 µM; actives 0.83% (n = 360,000); AID 588458; P26358; DNMT1 molecular beacon, Hinp1I cleavage, fluorescence; in the data active = inhibition above about 50%
Rin1 Abl inh – blocks binding of human Rin1 to Abl | P00519+Q13671 | TR-FRET Rin1/Abl binding, biochemical | inhibition, % at 7.35 µM | actives 0.4% (n = 360,000); in the data active = inhibition above about 5%, passing the limit was not always enough
NadD block – NadD (S. aureus) enzyme inhibition; purified NadD enzyme, colorimetric absorbance read-out; inhibition, % at 20 µM; actives 0.78% (n = 360,000); AID 602399; in the data active = inhibition above about 26%; note: some compounds past the cut are filed as inactive
CSN inh – CSN deneddylation inhibition; actives 0.38% (n = 360,000); inhibition, % at 12.5 µM; Purified CSN, SCF-Nedd8-OG deneddylation, fluorescence polarization; Q92905;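 active = pattern-corrected inhibition above about 35%, with an unprinted fluorescence ratio check between 0.5 and 1.5, limit read from the data, passing the limit was not always enough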;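 note: 0% = enzyme with substrate and 100% = substrate without enzyme; some results filed as inactive read as strong as hits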
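Schedule: reaction 90 min, room temperature / Assay system: HEK293T-derived human Csn5 enzyme / Input: Csn5 at 0.24 nM final / Measure: inhibition of Csn5 cleavage, % / Control set: substrate-only high control, full reaction low control / Technique: fluorescence polarization of the substrate / Buffer or medium: Tris/NaCl/DTT buffer, pH 7.5 / Reagent: SCFSkp2-Nedd8OG substrate at 10 nM final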
STEP inh – STEP (human) phosphatase inhibition | actives 0.25% (n = 360,000) | inhibition, % at 20 µM | recombinant STEP, OMFP fluorogenic substrate, fluorescence;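 active = inhibition at 20 µM, scaled per plate between control wells, above about 37%, limit read from the data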;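 note: 0% = DMSO with enzyme and substrate and 100% = substrate only without enzyme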
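Material: STEP (striatal-enriched tyrosine phosphatase) enzyme, cell-free; Compound dosing: 20 µM single dose in 1% DMSO; Technique: fluorescence read at 480 nm ex / 540 nm em; Times: reaction 20 min, ambient temperature; Medium: 50 mM Bis-Tris pH 6.0 with 2.5 mM DTT and 0.005% Tween 20; Also added: OMFP at 25 µM.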
Scp-1 inhibitor – blocks human Scp-1 phosphatase activity | actives 0.88% (n = 340,000) | AID 493091 | Recombinant Scp1, phosphopeptide, malachite green phosphate absorbance | inhibition, % at 20 µM | Q9GZU7;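 active = inhibition above about 50% at 20 µM, limit read from the data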;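 note: plate controls were DMSO wells with enzyme for no effect and wells lacking enzyme for full effect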
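Test system – truncated SCP-1 phosphatase (76-261aa) · Reagent – Phosphorylated 17-residue peptide substrate · Incubation – 45 min room-temperature reaction, 5 min colour, 30 min stabiliser · Detection – colorimetric phosphate reagent with accelerator and stabiliser, absorbance at 630 nm · Measure – % inhibition at 20 µM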
SUMO1 PPI mod – SUMO1-SIM interaction modulation; actives 0.33% (n = 360,000); SUMO1 binding to a labelled peptide, TR-FRET, 1 h; inhibition, % at 20 µM; in the data active = inhibition above about 37%
* hit, by the source's call; i = inactive; . = no result given.

Rpn11 block,LMPTP inh,Neddylation inh,DNMT1 block,Rin1 Abl inh,NadD block,CSN inh,STEP inh,Scp-1 inhibitor,SUMO1 PPI mod,Molecule
i,-0.8,i,1.8,3.7,0.5,0.7,2.3,.,-2.7,CCOC(=O)C1(C)CCN1C(=O)c1ccccc1C(F)(F)F (stereo not given)
i,-1.4,i,0.8,2.5,-5.0,3.4,-0.7,-6.0,3.7,Cc1ccc(NC(=S)NN2CCOCC2)c(C)c1
i,-2.3,i,1.3,1.5,2.5,-1.2,10.3,1.4,3.4,Cc1nc(SCC(=O)NC2CCCC2)[nH]c(=O)c1C
i,0.2,i,2.5,0.5,-2.5,-0.6,-0.6,-9.8,6.6,Cc1nn(-c2ccccc2)c(OC(=O)c2cccs2)c1S(=O)(=O)c1ccccc1
i,-1.9,i,5.5,0.8,-4.4,-0.8,-2.5,-2.2,-2.8,CN(C(=O)COC(=O)c1cccc(Cl)c1)C1CCS(=O)(=O)C1 (stereo not given)
i,2.3,i,-3.6,3.0,-2.2,-3.3,2.3,5.1,4.0,CCCC(=O)N(Cc1cccnc1)c1nc2c(OC)ccc(Cl)c2s1
i,-1.3,i,-0.4,1.8,4.7,-1.0,0.2,3.8,-2.4,O=C(Cc1ccccc1)Nc1ccc2[nH]ncc2c1
i,-1.9,i,3.5,0.4,-4.9,-0.9,-1.4,-3.9,-1.1,CC(NC(=O)C1(S(=O)(=O)c2ccc(Cl)cc2)CC1)c1ccccc1 (stereo not given)
i,-1.4,.,0.2,-6.2,-5.3,-0.3,2.8,-10.6,-5.8,Cc1ccn2c(NC3CCCC3)c(-c3ccncc3)nc2c1
i,-2.0,i,-1.5,-3.4,2.3,2.4,-2.0,-5.7,1.6,O=C(NC1CCN(Cc2ccccc2)CC1)c1ccc(Cl)cc1Cl
i,-1.1,i,-0.1,1.8,1.1,0.2,-2.6,-5.7,0.0,COc1ccc(NC(=O)CN(C)S(=O)(=O)c2ccc3c(c2)CC(C)N3C(C)=O)cc1OC (stereo not given)
i,-0.9,i,0.2,-4.5,1.6,0.7,1.2,-2.5,-1.8,CC(=O)c1ccccc1OCCOCCOc1ccccc1C(C)=O
i,0.1,i,-0.1,-0.9,-2.0,3.4,0.9,1.8,-15.9,Cc1ccc(C(=O)COC(=O)CN2C(=O)C3C4C=CC(C4)C3C2=O)cc1[N+](=O)[O-] (stereo not given)
i,3.0,i,-13.0,-0.7,0.2,0.2,2.2,-12.6,-1.0,NC(=O)C1CCN(C(=O)COc2ccc(Nc3ccccc3)cc2)CC1
i,-0.2,i,0.8,0.9,2.2,-1.4,-5.4,-6.9,3.6,CC1CCCC(C)N1C(=O)CN1C(=O)NC2(CCOc3ccccc32)C1=O (stereo not given)
i,-1.0,i,-1.5,-3.7,-4.7,-4.8,2.0,3.9,3.3,O=C(O)Cn1cnc2c(OCc3ccccc3)ncnc21
i,-0.8,i,-0.7,4.1,-2.4,-14.9,-0.3,0.3,-4.3,Cc1ccsc1/C=N/n1c(C2CCCCC2)n[nH]c1=S
i,1.1,i,-5.6,0.7,-5.2,-4.6,1.6,-10.4,2.9,O=C(c1ccco1)N1c2ccccc2Sc2ccccc21
i,-0.6,i,1.6,3.5,-4.1,2.3,-6.5,-7.4,1.0,COc1ccc(S(=O)(=O)N(C)CC(=O)Nc2ccccc2SC)cc1
i,0.7,i,-1.5,1.8,-4.0,0.3,1.0,-12.3,-29.4,O=C(CN1CCN(c2ccc([N+](=O)[O-])cc2)CC1)c1ccccc1
.,3.2,i,-1.7,2.4,-6.8,14.3,1.0,-4.4,-4.6,C(#Cc1ccc2c(c1)COc1c3ccccc3nn1-2)c1ccccc1
i,0.1,i,-1.3,3.8,4.9,1.7,3.7,-0.7,0.1,O=C(CSc1nnc2ccccn12)Nc1ccc(N2CCOCC2)cc1
i,0.9,i,0.1,1.7,5.0,4.3,2.2,5.3,0.6,Cc1cc(C)c(N(CC(=O)NCc2ccccc2)C(=O)c2csnn2)c(C)c1
i,5.1,i,-6.7,1.2,-2.6,1.0,2.5,-8.9,-7.6,CC(=O)c1ccc(OCc2ccc(Oc3c(Cl)cccc3[N+](=O)[O-])cc2)cc1
i,-1.7,i,0.8,1.5,-1.8,-2.5,-0.4,-2.2,-1.0,CN(C(=O)CSc1nnc(-c2ccco2)o1)C1CCCCC1
i,-0.7,i,2.3,3.6,-0.4,2.0,0.7,-8.0,-22.3,CC(C(=O)O/N=C(\N)c1ccccn1)c1ccc([N+](=O)[O-])cc1 (stereo not given)
i,-0.1,i,-1.3,1.9,-2.5,7.0,-0.7,-6.2,2.9,O=C(NCC1COc2ccccc2O1)c1cccc(S(=O)(=O)NCc2ccccc2)c1 (stereo not given)
i,-1.0,i,5.9,-3.1,2.1,1.9,-2.6,.,-1.2,COc1ncnc2c1ncn2CCCN[C@H](C)c1cccc2ccccc12
i,0.0,i,2.5,-0.1,-5.9,0.4,-1.8,6.8,-1.0,O=C(CSc1nnc(-c2ccccc2)o1)c1ccc2c(c1)OCCO2
.,4.5,i,.,.,-9.1,-5.3,.,.,7.9,COC[C@H]1CCCN1c1ccc2c(c1)O[C@@H](COCc1ccccc1)CN([C@@H](C)c1ccccc1)S2(=O)=O
i,-0.8,i,1.2,-7.2,-3.0,4.0,0.3,-4.1,-7.9,O=c1cnnc(N/N=C/c2ccccn2)[nH]1
i,-0.9,i,2.3,-5.2,-3.1,1.6,-1.5,5.1,2.3,c1ccc2c(c1)Sc1ccccc1-n1cnnc1-2
i,0.5,i,-5.3,-0.9,-9.8,1.4,0.1,.,-11.3,O=C(Nc1cccc2cccnc12)c1ccc2sc([C@H]3C[C@H](O)[C@@H](CO)O3)nc2c1
i,1.2,i,-2.1,1.0,5.3,4.2,9.8,.,7.8,O=C(NC(Cc1c[nH]c2ccccc12)C(=O)O)OCC1c2ccccc2-c2ccccc21 (stereo not given)
i,-1.3,i,1.2,-1.8,-11.1,-2.0,-4.5,-3.7,1.9,COc1cc(CN2CCC(C(=O)NCCC(C)C)CC2)ccc1OCc1ccccc1
i,1.2,i,7.9,-1.3,-7.5,-6.2,-0.9,0.5,-26.9,O=[N+]([O-])c1cccnc1NCCNc1ncc(C(F)(F)F)cc1Cl
i,-1.7,i,0.2,-1.2,-10.2,-0.3,-1.9,-10.8,-1.1,Nc1nnn(CC(=O)N/N=C/c2cccc(Cl)c2)n1
i,2.1,i,-7.4,-0.5,-2.7,-1.7,2.3,-8.6,-5.1,O=C1CCN(CCc2ccccc2)CCN1[C@H](CSc1ccccc1)c1ccccc1
i,-1.3,i,-7.2,-0.7,-1.6,2.8,-1.6,-7.7,-27.5,O=C(CBr)c1ccc([N+](=O)[O-])c(CS(=O)(=O)c2ccc(Cl)cc2)c1
i,2.6,i,0.1,0.7,3.0,0.1,2.6,1.6,-7.2,Cc1nc(-c2ccccc2)sc1C1(C)CC(c2ccc(OC(F)(F)F)cc2)=NO1 (stereo not given)
i,1.5,i,-8.3,-1.9,18.7,-3.6,-0.7,0.1,-10.9,C/C(=N\Nc1ccc(S(=O)(=O)Nc2ccc(Cl)cc2)cc1[N+](=O)[O-])c1ccc(N2CCOCC2)cc1
i,-0.1,i,-1.1,-1.8,5.7,-3.5,0.4,-2.4,3.3,Cc1cc(C(=O)Nc2ccccc2C)c2ccccc2n1
i,-1.1,i,4.7,4.6,1.9,-6.1,-19.7,2.6,1.7,CCOCc1nnc(NC(=O)c2ccc(OC)cc2)s1
i,-0.5,i,2.6,-2.7,-1.3,-0.1,4.5,4.1,-16.8,COc1ccc(C2=Nc3ccccc3C2(O)CCN2C(=O)c3ccccc3C2=O)cc1 (stereo not given)
i,-1.1,i,6.3,-0.6,-1.7,-0.7,-7.7,-2.0,1.7,Cc1noc(C)c1S(=O)(=O)Nc1ccc(C(=O)NC2CCCCC2)cc1
i,-1.0,i,-0.2,0.8,3.4,2.1,-0.8,-5.1,0.3,COC(=O)c1ccc(CN2CCCC(C(=O)c3ccccc3OC)C2)cc1 (stereo not given)
i,-0.4,i,-0.6,1.2,-2.2,3.0,-1.0,3.7,1.4,CCCCc1nnc(NC(=O)c2ccc(N3CCCC3=O)cc2)s1
i,2.0,.,-1.5,-2.4,12.1,0.9,2.3,-4.6,18.9,Cc1ccc(-c2[nH]n3c(=O)c4c(nc3c2C)CCCC4)cc1
i,-0.5,i,-1.6,0.6,-4.2,-1.1,-4.4,0.8,-19.3,Cn1c(NC(=O)/C=C\c2ccccc2)cc(=O)n(C)c1=O
i,-1.3,i,-1.8,1.9,2.6,0.8,-3.5,3.8,2.9,COCC1CCCN(C(=O)c2cc(COc3cncc(Cl)c3)on2)C1 (stereo not given)
i,-1.1,i,-1.6,-1.6,6.4,2.6,1.5,-13.9,1.9,COc1ccc(NC(=O)c2ccco2)cc1NC(=O)COc1ccccc1[N+](=O)[O-]
i,21.9,i,1.3,2.4,22.9,9.3,3.2,-12.7,-14.2,COc1ccc(CNC(=O)COC(=O)C2=Cc3ccccc3OC2)cc1
i,-0.2,i,1.0,2.6,-4.9,6.1,-2.8,6.8,-0.6,N#CCCNC(=O)CCN1CCCCC1
i,3.3,i,-0.1,2.5,-3.2,-7.4,4.4,-8.7,-8.6,CCCCOc1ccc(C(=O)N/C(=C\c2ccc([N+](=O)[O-])cc2)C(=O)OCc2ccco2)cc1
i,0.2,i,0.0,-1.5,-7.5,2.5,-0.6,-4.7,2.3,Cc1ccc2oc(C(=O)N3CCCCCC3)c(C)c2c1

Rewritten field by field: entries from further up.
> CCOC(=O)C1(C)CCN1C(=O)c1ccccc1C(F)(F)F (stereo not given)
- Rpn11 block = i
- LMPTP inh = -0.8
- Neddylation inh = i
- DNMT1 block = 1.8
- Rin1 Abl inh = 3.7
- NadD block = 0.5
- CSN inh = 0.7
- STEP inh = 2.3
- Scp-1 inhibitor = .
- SUMO1 PPI mod = -2.7
> c1ccc2c(c1)Sc1ccccc1-n1cnnc1-2
- Rpn11 block = i
- LMPTP inh = -0.9
- Neddylation inh = i
- DNMT1 block = 2.3
- Rin1 Abl inh = -5.2
- NadD block = -3.1
- CSN inh = 1.6
- STEP inh = -1.5
- Scp-1 inhibitor = 5.1
- SUMO1 PPI mod = 2.3

Single records, from the list above. Screens in order: Rpn11 block	LMPTP inh	Neddylation inh	DNMT1 block	Rin1 Abl inh	NadD block	CSN inh	STEP inh	Scp-1 inhibitor	SUMO1 PPI mod
COCC1CCCN(C(=O)c2cc(COc3cncc(Cl)c3)on2)C1 (stereo not given) reads i	-1.3	i	-1.8	1.9	2.6	0.8	-3.5	3.8	2.9
N#CCCNC(=O)CCN1CCCCC1 reads i	-0.2	i	1.0	2.6	-4.9	6.1	-2.8	6.8	-0.6
Cc1ccc2oc(C(=O)N3CCCCCC3)c(C)c2c1 reads i	0.2	i	0.0	-1.5	-7.5	2.5	-0.6	-4.7	2.3
Cn1c(NC(=O)/C=C\c2ccccc2)cc(=O)n(C)c1=O reads i	-0.5	i	-1.6	0.6	-4.2	-1.1	-4.4	0.8	-19.3
